Screens deposited in PubChem by Sanford-Burnham Center for Chemical Genomics.
SENP6 block: inhibitors of human SENP6 protease; 330,000 tested, 1.8% active; AID 2599; Q9GZR1; inhibition, % at 10 µM; Recombinant SENP6 catalytic domain, aminoluciferin luminescence;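 active means inhibition above about 50% at the single tested dose, limit read from the data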;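 further: plate controls were DMSO wells with enzyme for no effect and DMSO wells lacking enzyme for full effect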
SENP8 block-1: inhibitors of human SENP8 protease. inhibition, % at 10 µM. AID 2540. purified SENP8, Z-RLRGG-aminoluciferin cleavage, luminescence. Q96LD8. 330,000 tested, 1.2% active; in the data active means inhibition above about 50%
Target sequence (Q96LD8 whole entry, looked up): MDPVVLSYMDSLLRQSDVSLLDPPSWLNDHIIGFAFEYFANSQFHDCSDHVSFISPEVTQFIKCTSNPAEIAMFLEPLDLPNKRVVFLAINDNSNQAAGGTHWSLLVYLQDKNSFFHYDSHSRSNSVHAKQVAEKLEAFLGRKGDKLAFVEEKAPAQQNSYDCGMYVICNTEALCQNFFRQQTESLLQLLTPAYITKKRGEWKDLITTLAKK
NLRP3 yeast inh: blocks the NALP3 inflammasome reconstituted in yeast | Yeast reconstituted NLRP3/ASC/caspase-1, beta-gal luminescence, 24 h | inhibition, % at 10 µM | 330,000 tested, 0.39% active | AID 2825;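 active means inhibition of 50% or more; inactive means inhibition below 50%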;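 further: plate controls were induced DMSO wells for no effect and uninduced yeast grown without galactose for full effect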
SENP8 block-2: inhibitors of human SENP8 protease | 360,000 tested, 0.64% active | recombinant SENP8, Nedd8 substrate fluorescence | AID 602440 | inhibition, % at 20 µM; in the data active means inhibition mostly above about 40%, no sharp cut-off; inactive means mostly below about 27%
Apaf1 inhib: inhibitors of human Apaf-1 apoptosome | O14727 | inhibition, % at 20 µM | reconstituted apoptosome caspase-3 activity, DEVD-Rh110 fluorescence | 330,000 tested, 0.71% active | AID 489030; active means inhibition of at least 40% at 20 µM;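 further: plate controls were DMSO wells for no effect and DEVD-CHO caspase inhibitor wells for full effect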
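Assay system – apoptosome proteins · Medium – Hepes buffer, pH 7.5 · Also added – cytochrome c with DEVD-Rh110 · Timing – 30 min compound preincubation, 50 min activation, room temperature · Detection – Rh110 fluorescence, excitation 480 nm, emission 540 nm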
HKDC1 inhibitor: inhibitors of human hexokinase HKDC1 | Q2TB90 | recombinant HKDC1, G6PDH/diaphorase resazurin coupled fluorescence | 340,000 tested, 0.16% active | AID 493160 | inhibition, % at 20 µM;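 active means inhibition above about 35% when tested at 20 µM, limit read from the data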;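 further: plate controls were DMSO wells with enzyme for no effect and DMSO wells lacking enzyme for full effect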
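Test system: recombinant HKDC1 (HK5) hexokinase enzyme, produced in-house; Amount: enzyme 5 µg/mL final; Buffer or medium: Tris pH 8.0 buffer with MgCl2, Tween-20, BSA, BME; Reagent: glucose and ATP substrates; Doses: 20 µM test compound, 1% DMSO; Incubation: 90 min reaction incubation at room temperature, dark; Detection: resorufin fluorescence at 613 nm.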
SENP1 inh: blocks the human SENP1 SUMO protease catalytic domain. inhibition, % at 10 µM. 360,000 tested, 0.21% active. recombinant SENP1 catalytic domain, CyPet-SUMO1-YPet FRET cleavage. Q9P0U3;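 active means inhibition at least 30% at 10 µM, raw YFP signal under a set limit, fluorescence ratio 0.5 to 1.5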;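 further: 0% = enzyme with DMSO and 100% = no enzyme wells; some results filed as inactive read as strong as hits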
Target sequence (Q9P0U3 419-644 limits assumed): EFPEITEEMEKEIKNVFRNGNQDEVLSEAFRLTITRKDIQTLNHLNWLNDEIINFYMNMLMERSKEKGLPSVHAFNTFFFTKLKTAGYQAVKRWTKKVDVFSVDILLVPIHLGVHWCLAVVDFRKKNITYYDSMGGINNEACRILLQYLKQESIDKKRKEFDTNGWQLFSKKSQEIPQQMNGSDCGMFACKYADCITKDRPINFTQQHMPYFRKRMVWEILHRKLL
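material = recombinant human SENP1 catalytic domain, His6-tagged | quantity = 20 pM enzyme | reagent = 25 nM SUMO1 FRET substrate | compound dosing = 10 µM single point, 0.5% DMSO | timing = 50 min enzyme reaction, room temperature, light-protected | detection = FRET, CFP and YFP emission | control set = no-enzyme low, enzyme-DMSO high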
PfGluPho inh: PfG6PD (Plasmodium falciparum) enzyme inhibition | PfGluPho enzyme, NADPH resazurin-diaphorase fluorescence | inhibition, % at 20 µM | 350,000 tested, 0.78% active | AID 504690;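 active means inhibition reaching at least a set limit at 20 µM in the primary screen, cut at about 59% in these data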;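 further: 0% = DMSO wells with substrate and 100% = DMSO wells lacking glucose-6-phosphate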
SENP7 block: blocks the human protease SENP7. Q9BQF6. recombinant SENP7, Z-RLRGG-aminoluciferin luminescence, 40 min. inhibition, % at 5 µM. 330,000 tested, 1.5% active. AID 434973;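 active means inhibition above about 50% at the single test dose, limit read from the data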;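 further: plate controls were DMSO with enzyme for no effect and no enzyme buffer wells for full effect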
Target sequence (Q9BQF6 706-1050 limits assumed): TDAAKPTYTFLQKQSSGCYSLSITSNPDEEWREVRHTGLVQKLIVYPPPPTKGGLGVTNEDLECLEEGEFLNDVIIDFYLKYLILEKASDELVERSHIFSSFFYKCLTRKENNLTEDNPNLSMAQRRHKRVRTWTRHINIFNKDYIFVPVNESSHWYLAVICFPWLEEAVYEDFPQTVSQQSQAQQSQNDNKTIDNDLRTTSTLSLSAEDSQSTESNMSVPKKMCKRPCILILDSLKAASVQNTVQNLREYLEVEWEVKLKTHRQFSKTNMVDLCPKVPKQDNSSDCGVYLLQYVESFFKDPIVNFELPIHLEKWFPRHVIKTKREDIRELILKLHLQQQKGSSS
* hit, by the source's call; nt = no result given; & = joins results of further samples. An unsorted share of the library; about 4.1% have a hit in one of these screens.

Start of the data: the first three entries (preview)
molecule	SENP6 block	SENP8 block-1	NLRP3 yeast inh	SENP8 block-2	Apaf1 inhib	HKDC1 inhibitor	SENP1 inh	PfGluPho inh	SENP7 block
Oc1c(C=C2N=c3ccccc3=N2)sc(=S)n1C1CCCCC1	6&4	-5&0	-2&10	-96&-40	-8&-9	-7&-5	-14&-10	-1&-7	4&2
Cc1cccc(Nc2nc3c(s2)CCCC3)c1	nt	nt	nt	6	nt	-2	-7	29	nt
CC(CC(=O)N(C)c1c(N)n(Cc2ccccc2)c(=O)[nH]c1=O)c1ccccc1 (stereo not given)	-12	7	-12	1	3	-1	0	1	-4

The listing, from the start:
molecule	SENP6 block	SENP8 block-1	NLRP3 yeast inh	SENP8 block-2	Apaf1 inhib	HKDC1 inhibitor	SENP1 inh	PfGluPho inh	SENP7 block
Oc1c(C=C2N=c3ccccc3=N2)sc(=S)n1C1CCCCC1	6&4	-5&0	-2&10	-96&-40	-8&-9	-7&-5	-14&-10	-1&-7	4&2
Cc1cccc(Nc2nc3c(s2)CCCC3)c1	nt	nt	nt	6	nt	-2	-7	29	nt
CC(CC(=O)N(C)c1c(N)n(Cc2ccccc2)c(=O)[nH]c1=O)c1ccccc1 (stereo not given)	-12	7	-12	1	3	-1	0	1	-4
COc1ccc(OC)c(NC(=O)COC(=O)Cc2ccc(Br)cc2)c1	-17	0	17	9	11	11	3	1	9
O=C(CNC(=O)c1ccco1)NCC(=O)OCc1c(F)cccc1Cl	8	7	4	12	3	-7	1	14	-3
Cc1ccccc1OCC(=O)NNC(=O)c1ccoc1C	-6	-4	5	8	-9	-5	0	7	3
COc1ccc(CN2CCNC(=O)C2CC(=O)NCc2cccc(C)n2)c(OC)c1 (stereo not given)	-5	9	16	6	-28	-4	-7	-7	-1
Cc1cc(C)nc(CCNC(=O)C2CCC(=O)N(Cc3ccccc3F)C2)n1 (stereo not given)	-6	-6	-4	3	-4	1	0	-5	-3
Cc1ccc(C)c(C(C)NC(=O)C2C3CCC(O3)C2C(=O)O)c1 (stereo not given)	9	2	-2	nt	-1	nt	nt	nt	2
CCCCn1c(N)c(N(CCOC)C(=O)COc2c(C)cccc2C)c(=O)[nH]c1=O	-3	-2	13	-10	-2	-3	-1	-10	7
CCCCn1c(N)c(N(CC(C)C)C(=O)CC2OC(=O)c3ccccc32)c(=O)[nH]c1=O (stereo not given)	6	-2	9	-2	0	-1	-1	-2	0
C/C(=N\NC(=O)CSc1nnc(C)s1)c1ccc(Cl)cc1	4	-7	20	9	2	1	0	-3	0
CCN1C(=O)C(O)(C2COC(C)(C)CC2=O)c2ccccc21 (stereo not given)	-1	-3	14	8	3	-4	6	-8	2
CC1CCCN(C(=O)c2ccc3c(c2NCCO)C(=O)c2ccccc2C3=O)C1 (stereo not given)	15	13	9	32	12	23	2	3	-2
O=C1C=C(Nc2ccc(Cl)cc2)CC(c2ccc(Cl)cc2)C1 (stereo not given)	-16	0	9	-27	17	-4	-38	-4	1
CC(C)(C)Oc1ncc(Br)c(OC(C)(C)C)n1	-22	10	2	20	-10	-5	0	-12	-2
CC1CN(Cc2c(O)ccc3c2oc(=O)c2ccccc23)CC(C)O1 (stereo not given)	16	-3	3	-114	44*	29	5	31	-3
Clc1ccccc1Cn1nnc2c(NCC3CC3)ncnc21	15	5	17	2	-13	-7	-1	-1	4
CCOC(=O)c1c(C)nsc1NCc1ccccc1	7	6	36	20	-14	-3	-1	41	0
CCC(=O)c1ccc(SC(=O)N(C)C)cc1O	-10	2	22	2	-13	-3	0	1	-2
O=C(NC1CCCN(CCc2ccccc2)C1)c1c(F)cccc1F (stereo not given)	13	-9	24	1	0	-5	-2	2	3
Nc1ccccc1SCC(=O)Nc1ccc2c(c1)OCO2	5	-4	16	16	2	2	-8	26	-3
Cc1ccc(NC(=O)C(C)OC(=O)CCC2CCCCC2)cc1 (stereo not given)	1	4	-4	3	20	4	3	1	2
COc1ccc(C(CNC(=O)COc2ccc(Br)cc2F)N2CCCC2)cc1 (stereo not given)	11	-4	15	9	-24	-8	-2	6	0
COc1cccc(NS(=O)(=O)c2ccc3c(c2)NC(=O)C(C)C(=O)N3)c1 (stereo not given)	1	-2	6	7	-5	3	2	6	-3
COc1ccc2c(c1)SCCC2=O	-31	-10	-9	-107	3	-4	-1	-8	-5
Cc1ccc(C(=O)CN2C(=O)NC3(CCCCC3C)C2=O)s1 (stereo not given)	-2	7	-10	13	0	-3	-4	-1	-1
COc1ccc(CNC(=O)c2cc(-c3ccco3)on2)cc1	-12	3	35	8	-25	-10	1	4	-1
CN(c1ccccc1)S(=O)(=O)c1ccc(C(=O)OCC(=O)N2CCOCC2)cc1	-5	3	-14	17	4	-4	-2	-4	-2
CN(C)[C@@H](CO)c1nnc([C@H](CCC(=O)O)NC(=O)C2CCNCC2)o1	-9	-15	9	18	-4	-2	0	-6	9
Cc1ccc(NC(=O)CCNS(=O)(=O)c2ccc(OC(F)(F)F)cc2)c(O)c1	-5	4	13	7	-1	-5	1	10	-5
CCOC(=O)C1CCN(C(=O)CNC(=O)c2nn(-c3ccc(OC)cc3)c(=O)c3ccccc23)CC1	-19	-12	1	-243	6	3	3	-24	-3
COc1cc(N)c(Cl)cc1C(=O)OCC(=O)NC(=O)NCc1ccco1	12	-2	4	6	-8	-6	2	-8	4
Cc1cccc(Nc2nnc(SCC(=O)Nc3cccnc3Cl)s2)c1	-25	-9	0	4	3	5	1	34	-8
CC1CCc2sc3c(c2C1)c1ncnn1c(=O)n3CC(=O)c1ccc(Br)cc1 (stereo not given)	3	2	10	23	9	-4	4	2	0
CC(C)(C)c1ccc(-c2nc(O)c(CC(=O)O)s2)cc1	4	-5	-6	nt	-9	nt	nt	nt	1
O=Cc1cn(CC(=O)N2CCc3ccccc32)c2ccccc12	-9	-5	9	6	10	-2	0	14	-14
NS(=O)(=O)c1ccc(NC(=O)Cn2nc(C(=O)O)c3ccccc3c2=O)cc1	-30	-5	-3	4	-4	-3	2	4	-3
CCCc1nc(SCC(=O)c2ccccc2)c2c(=O)n(C)c(=O)n(C)c2n1	-15	-9	16	10	21	0	1	71*	11
CN(C(=O)/C=C/c1ccc([N+](=O)[O-])s1)c1ccccc1	11	-2	44	26	8	8	-11	-6	3
CNC(=S)N1CCN(C(c2ccccc2)c2ccccc2)CC1	-10	-9	13	5	13	12	1	-17	1
CCCCCC(=O)Nc1ccc(-c2cn3cccnc3n2)cc1	24	6	2	-443	-6	-1	-1	-4	7
Cc1ccc(NS(=O)(=O)c2ccc(CCC(=O)NCc3ccccn3)cc2)cc1	-11	-7	18	9	-4	-9	1	10	-6
O=C(c1c[nH]c2ccccc12)N1CCN(Cc2ccccc2)CC1	-19	-11	7	33	8	-5	-3	3	-7
O=C(CC1C(=O)NCCN1C(=O)c1ccc([N+](=O)[O-])cc1)Nc1cccc(Cl)c1 (stereo not given)	-13	7	0	7	10	-3	1	9	-1
O=C(COc1ncnc2ccccc12)Nc1cccc(S(=O)(=O)N2CCOCC2)c1	-18	-9	-8	5	2	-12	1	5	7
CCN(CC)CC(O)Cn1c(C)c(-c2ccccc2)c2cc([N+](=O)[O-])ccc21 (stereo not given)	5	-2	23	20	22	2	6	10	2
CCOC(=O)c1cc(CC)sc1NC(=O)CC1SC(N)=NC1=O (stereo not given)	-22	-5	-5	12	-5	3	1	6	4
COC(=O)CCC(=O)N1CCCC(CNS(=O)(=O)c2ccc(OC)cc2)C1 (stereo not given)	-13	-4	28	0	-4	-6	0	15	-1
O=C(NNC(=O)C1CC1)c1cc(Cl)nc2ccccc12	3	-7	4	2	-5	-3	1	2	-1
O=C(N[C@@H](Cc1ccc(O)cc1)C(=O)O)c1ccc(C(F)(F)F)cc1	-17	-13	19	15	-5	-5	0	-7	7
O=C(CN1c2cccc3cccc(c23)S1(=O)=O)Nc1c(F)c(F)c(F)c(F)c1F	-5	6	-4	11	-8	-1	1	-5	-5
CCCCSc1nnc(-c2ccccc2N)c(=O)[nH]1	-5	6	3	9	5	-13	9	1	6
CCC/C(=N\NC(=O)c1ccc(OC)c(OC)c1)c1ccccc1	-5	2	19	9	-15	-2	0	15	-2
CCn1cc(C(=O)N2CCCC2)c(=O)c2cc(S(=O)(=O)N3CC(C)CC(C)C3)ccc21 (stereo not given)	-14	-8	2	34	2	-7	3	-4	9
CSc1ccccc1C(=O)C1CCCN(S(=O)(=O)N(C)C)C1 (stereo not given)	8	-3	4	0	5	-11	5	-9	5
CC(C)c1ccccc1NC(=O)COC(=O)C1(C)CC1(Cl)Cl (stereo not given)	-26	-11	5	9	14	-5	2	1	-9
COCC(=O)NCCc1nc2ccccc2[nH]1	-19	-7	-1	8	-5	-3	0	5	17
COc1ccccc1NC(=O)COC(=O)c1ccc2c(c1)OCCO2	2	2	12	7	-18	-7	4	0	16
c1cc(-c2nnc3n2CCC3)[nH]n1	-34	-13	-12	8	-3	-6	2	-16	-7

Later entries.
molecule	SENP6 block	SENP8 block-1	NLRP3 yeast inh	SENP8 block-2	Apaf1 inhib	HKDC1 inhibitor	SENP1 inh	PfGluPho inh	SENP7 block
O=[N+]([O-])c1c(C(Cl)Cl)nn(-c2ccc(Cl)cc2)c1N1CCCCC1	-3	-1	8	15	19	3	1	-10	6
CC(C)c1nc2sc3c(c2c(=O)n1N)CC(C)(C)OC3	-13	-4	9	8	4	-4	2	-2	0
Clc1ccc(OCCCCN2CCc3ccccc3C2)cc1	5	-1	23	19	1	-6	1	1	5
COc1cccc(C(=O)NNC(=O)c2ccc3ccccc3c2O)c1	-5	-2	9	-345	7	14	-1	-44	14
O=C(CNc1ccccc1F)Nc1cc(S(=O)(=O)N2CCCCC2)ccc1Cl	4	8	0	8	1	-1	2	6	8
Cc1ccc(C)c(NC(=O)C2CCCN2C(=O)OC(C)(C)C)c1 (stereo not given)	-10	-2	0	14	15	-3	2	1	2
CC(c1ccc(F)cc1)n1c(-c2ccc3ccccc3n2)n[nH]c1=S (stereo not given)	4	5	17	-54	1	8	-2	56	-2
O=C(COc1ccccc1)N1CCN(C(=O)c2ccc([N+](=O)[O-])cc2)CC1	19	5	16	34	-7	-5	1	-2	6
Cc1ccc(-c2nc(S(=O)(=O)c3ccc(C)cc3)c(SCC(N)=O)o2)cc1	-13	0	11	-4	10	-4	-2	7	3
COc1ccccc1Cc1noc(C(C)(C)NC(=O)c2ccccc2)n1	8	10	2	4	-13	-5	3	-11	-1
Cc1ccc(-n2nc3c(Cl)nnc(C)c3c2C)cc1	-6	-2	10	15	9	-10	-2	-5	-3
COCCNC(=S)N1CCN(S(=O)(=O)c2ccc(Cl)s2)CC1	2	-6	-1	3	-5	6	0	3	-6
